GAA inh: blocks human lysosomal alpha-glucosidase | purified human GAA, 4-MU-alpha-glucoside fluorescence | Potency, µM (top dose mostly 76.9 µM), for the others: at the highest dose activity change, negative = inhibition, actives largely listed as inhibitors | hit rate 0.005% among 200,000 | AID 1466;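 further: plate controls were uninhibited enzyme wells for no effect and no-enzyme background for full effect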
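qHTS format, compound range up to 77 uM. Human lysosomal enzyme at 4 nM, 400 uM 4-MU glucoside substrate, pH 5.0, 20 min room temperature; fluorescence after alkaline stop gives activity normalized to controls.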
GoLoco inh red: inhibitors of human Gai1-RGS12 GoLoco interaction (red fluorophore); Gai1:RGS12 GoLoco peptide FP, rhodamine, 10 min; Potency, µM (top dose mostly 61.6 µM), for inactives: at the highest dose activity, negative = inhibition, most hits filed as inhibitors; hit rate 0.44% among 230,000; AID 880; active means well fitted inhibition curve with a large enough effect, not every such curve was filed as active; inactive means no such curve, though single readings can be large or run the other way; further: on the % scale 0 is the no-effect control and ±100 the full control effect; nearly all actives have a fitted effect of over 30% in size; many of its hits are not listed in these tables
Target sequence (P63096 whole entry, looked up): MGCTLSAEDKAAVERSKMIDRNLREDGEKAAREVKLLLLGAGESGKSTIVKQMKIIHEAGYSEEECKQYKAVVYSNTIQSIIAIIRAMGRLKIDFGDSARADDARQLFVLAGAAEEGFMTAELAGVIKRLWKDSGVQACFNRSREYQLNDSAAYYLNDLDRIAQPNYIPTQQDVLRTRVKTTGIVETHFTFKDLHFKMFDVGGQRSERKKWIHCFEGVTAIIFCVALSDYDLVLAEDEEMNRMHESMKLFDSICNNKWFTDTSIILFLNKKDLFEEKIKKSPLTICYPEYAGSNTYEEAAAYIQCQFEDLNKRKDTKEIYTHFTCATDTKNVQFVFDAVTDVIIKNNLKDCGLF
HTT cytoprotect: cytoprotection in Huntington HTT-Q103 PC12 cell model. PC12 HTT-Q103 induced, cytoprotection, ATP luminescence, 40 h. Potency, µM (titrated, usually from 56.4 µM), for inactives: cytoprotection (ATP increase), hits mostly activators. hit rate 0.14% among 230,000. AID 1471;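 further: % of control where 0% means no effect; nearly all actives have a fitted effect of over 45% in size; toxic huntingtin expression switched on by the ecdysone agonist tebufenozide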
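Quantitative HTS on tebufenozide-induced (100 nM) PC12 cells expressing HTTQ103 exon 1–GFP; compounds tested as a concentration series; survival measured via cellular ATP.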
IMPase Li inh: IMPase inhibition in cells with lithium potentiation; CHO-M1 cells, IP1 TR-FRET (IP-One), carbachol + lithium; Potency, µM (doses to about 59.4 µM), for the others: top-dose activity, negative = IMPase inhibition, most hits filed as inhibitors; hit rate 0.35% among 210,000; AID 1457;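 further: IP1 builds up when IMPase is blocked and the TR-FRET signal falls; plate controls were basal vehicle for no effect and high inhibitor control for full effect; nearly all actives have a fitted effect of over 50% in size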
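Concentration–response in CHO-M1 cells, lithium-potentiated; 30 min at 37C. IP1 detected by competitive TR-FRET after 10 min lysis at RT. Hill-fitted AC50.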
GAA glycogen: GAA glycogen-cleavage inhibition or activation. P10253. recombinant GAA, glycogen substrate, Amplex Red glucose oxidase fluorescence. Potency, µM (top dose mostly 76.4 µM), for inactives: at the top dose activity change, negative = inhibition, hits mostly inhibitors. hit rate 0.38% among 300,000. AID 2100;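 further: 0% = full enzyme reaction and -100% = no-enzyme basal signal; the screen sought inhibitors and activators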
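Recombinant enzyme (4 nM final) with compounds titrated up to 77 uM and bovine liver glycogen (30 ug) in citrate pH 5.0, 0.01% Tween-20, 37 C 40 min. Released glucose detected by Amplex Red/glucose oxidase (Ex 573/Em 610); AC50 from Hill fits.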
HttQ103 aggreg: inhibitors of mutant huntingtin aggregate formation in PC12 cells | PC12 HttQ103-GFP aggregates, Acumen cytometry, 40 h | Potency, µM (titrated, usually from 46.1 µM), for inactives: top-dose activity change, negative = inhibition, actives largely listed as inhibitors | hit rate 1.1% among 220,000 | AID 1688; further: on the % scale 0 is the no-effect control and ±100 the full control effect; nearly all actives have a fitted effect of over 60% in size
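Aggregate formation scored by laser-scanning cytometer (488 excitation, 500–530 emission) in lysed PC12 cells expressing Q103-GFP after 100 nM tebufenozide induction; library tested in dose series, with ATPLite reagent added in the multiplex.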
aGlu spleen mod: inhibits or activates alpha-glucosidase in human spleen homogenate; P10253; human spleen homogenate, 4-MU-alpha-glucoside fluorescence; Potency, µM (series often up to 79.9 µM), inactives show at the top dose activity change, negative = inhibition, hits mostly inhibitors; hit rate 0.006% among 240,000; AID 2112;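 further: 0% = enzyme with vehicle and -100% = no enzyme basal signal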
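Human spleen homogenate (1 ug) with 4-methylumbelliferyl-alpha-D-glucopyranoside (1 mM final) in 50 mM citrate/phosphate pH 5.0, 0.01% Tween-20; 40 min at 37 C. Stopped at pH 10; 4-MU fluorescence Ex 365/Em 440 nm; AC50 by Hill fit.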
The depositor's hits bear a star; ? = inconclusive; . = not tested or not shown; [ ] = dose if it differs, or a comment. Unless noted, the call rests on the fitted dose curve; in most records, active means well fitted curve in the direction sought with a large enough effect; inconclusive means small, poorly fitted or top-dose-only effect, or another doubt; inactive means no such curve, though single readings can be large; an effect the other way counts as inactive or inconclusive. Potency means the concentration at half of the fitted maximal effect. Not all compounds are listed; the hit share may differ from the screen's.

Results follow in this order: GAA inh | GoLoco inh red | HTT cytoprotect | IMPase Li inh | GAA glycogen | HttQ103 aggreg | aGlu spleen mod
COc1ccc([C@@H]2C[C@H]3CN(Cc4ccccc4OC)C(=O)[C@]34CCCN24)cc1C
 : ? | 5% | -8%[10 µM] | -8% | 1% | -16%[9.22 µM] | -2%
COc1ccccc1CNc1ncncc1-c1cccc(NS(C)(=O)=O)c1
 : . | -3% | 5% | 5% | . | . | -6%
CN(c1ccc([N+](=O)[O-])cc1C(N)=O)C1CCCCC1
 : 1% | 3% | -35% | 4% | -1% | -14% | -1%
CC(C)(O)C(=O)NN(C(=O)c1ccccc1)c1ccc2ccccc2c1
 : 6% | 16% | 9% | -10%[38.3 µM] | -1% | 1% | 3%
O=C1SC(SC(=Nc2ccccc2)Nc2ccccc2)C(=O)N1c1ccccc1 (configuration not stated)
 : 0% | -3% | . | -1% | 3% | 15% | 1%
Cc1cc(=O)n2[nH]nnc2n1
 : 0% | 12% | 2%[10 µM] | . | 8% | 3%[9.22 µM] | 1%
O=[N+]([O-])c1cc(Cl)ccc1N1CCN(c2ccccc2O)CC1
 : -1% | -3% | -25% | 9% | 8.8µM* | -26% | -6%
N#CC1=C(SCC(=O)c2ccc(Cl)cc2)NC2=C(C(=O)CCC2)C1c1ccco1 (configuration not stated)
 : ? | 36%[activator] | -107%[inhibitor] | 16%[38.3 µM] | -21% | 14% | 0%
CC(=O)c1ccccc1NS(=O)(=O)c1c(C)nn(-c2ccccc2)c1C
 : -2% | -4% | 25%[10 µM] | 47%[activator][38.3 µM] | -6% | -25% | -7%
Cc1nn(Cc2ccccc2)c(Cl)c1C(=O)NCCc1ccc(Cl)cc1
 : -2% | 2% | 29%[10 µM] | 6% | 0% | 9% | -3%
COc1ccc(-n2c(C)cc(C(=O)CCl)c2C)cc1
 : -10% | 3% | -142%[inhibitor] | 6% | -3% | ? | -3%
COc1ccc(Br)cc1CNc1ccc(O)cc1
 : 3% | 20µM* | 13%[10 µM] | 14%[38.3 µM] | ? | ? | -11%
CCOC(=O)C1CCCN(CC(=O)c2c[nH]c3ccc(C)cc23)C1 (configuration not stated)
 : . | 7% | 2%[10 µM] | . | -11% | -25%[9.22 µM] | -1%
O=C(N/N=C/c1cccnc1)c1ccc(Cn2cc([N+](=O)[O-])cn2)o1
 : 1% | 2% | . | -5% | 21% | 0% | -5%
Cc1ccc(Nc2ncc3c(n2)CC(c2ccco2)CC3=O)c(C)c1 (configuration not stated)
 : 4% | . | 16% | . | -10% | 23% | -13%
C=CCOc1nc2c(c(=O)n(C)c(=O)n2C)n1Cc1ccccc1Cl
 : 1% | 3% | 4%[10 µM] | 8%[38.3 µM] | -3% | -31% | -6%
N#CCCN1CCn2c1nc1ccccc12
 : -4% | 1% | -6%[0.074 µM] | 22%[38.3 µM] | -2% | 0% | -3%
CCOC(=O)c1ccc(NC(=O)CCNS(=O)(=O)c2ccc3c(c2)oc(=O)n3C)cc1
 : -2% | 8% | 4%[10 µM] | 2% | 0% | -9% | 7%
Cc1cc(OCCCC(=O)NCCN2C(=O)S/C(=C\c3cccnc3)C2=O)ccc1Cl
 : 7% | -18% | 1%[10 µM] | 8% | -1% | -30% | -3%
Cc1cc(C(=O)COC(=O)C23CC4CC(CC(O)(C4)C2)C3)c(C)n1-c1c(C)n(C)n(-c2ccccc2)c1=O
 : -4% | -8% | -9% | -2% | 4% | 20% | -2%
CN(C)c1ccc(/C=N/NC(=O)CSc2ccccn2)cc1
 : -2%[15.4 µM] | -14% | 17%[10 µM] | . | 15% | -11%[9.22 µM] | 2%
CNC(=O)c1ccc(Nc2nnc(-c3ccc(C)c(S(=O)(=O)NCC4CCCO4)c3)c3ccccc23)cc1 (configuration not stated)
 : 5% | 4% | 39%[10 µM] | -2% | -9% | 20% | 0%
COC(=O)c1ccc(C(C(=O)NC2CCCCC2)N(C(=O)Cc2cccs2)C2CC2)cc1 (configuration not stated)
 : -1% | 9% | -29% | 1%[38.3 µM] | 2% | 5% | -11%
CC(C)(C)NC(=O)Cn1c(-c2nonc2N)nc2ccccc21
 : -3% | 6% | -8% | 30%[activator][38.3 µM] | 0% | -2% | -5%
CCC(C)Sc1nnc(CSc2nc3nc(C)cc(C)n3n2)o1 (configuration not stated)
 : 0% | -7% | -4% | 6%[38.3 µM] | -6% | 28% | -2%
O=C(C1CCC1)N1CCc2cc(S(=O)(=O)NCc3ccccn3)ccc21
 : -1% | -3% | -15% | 23%[38.3 µM] | -7% | 11%[1.84 µM] | 1%
CCOC(=O)c1[nH]c(C)c(C(=O)Nc2ccc(C)c(Cl)c2)c1C
 : -2% | 21% | 9%[10 µM] | 17% | 6% | -3% | -6%
CCCCc1c(O)nc(SCC(=O)N2CCOCC2)[nH]c1=O
 : -4% | 8% | -3%[10 µM] | -4% | 5% | 5% | 1%
O=C(CNC(=O)c1ccco1)OCc1ccc(C(=O)Oc2ccccc2)cc1
 : ? | -3% | -9%[10 µM] | 17%[38.3 µM] | -2% | 8% | 0%
Cc1ccc(NCc2nnc(SCC(N)=O)n2CCc2ccccc2)cc1
 : 2% | -100% | 7%[10 µM] | -2%[38.3 µM] | -23% | -16% | 0%

Quoted at random: 4 entries already listed
Results follow in this order: GAA inh | GoLoco inh red | HTT cytoprotect | IMPase Li inh | GAA glycogen | HttQ103 aggreg | aGlu spleen mod
Cc1cc(C(=O)COC(=O)C23CC4CC(CC(O)(C4)C2)C3)c(C)n1-c1c(C)n(C)n(-c2ccccc2)c1=O
 : -4% | -8% | -9% | -2% | 4% | 20% | -2%
CN(C)c1ccc(/C=N/NC(=O)CSc2ccccn2)cc1
 : -2%[15.4 µM] | -14% | 17%[10 µM] | . | 15% | -11%[9.22 µM] | 2%
C=CCOc1nc2c(c(=O)n(C)c(=O)n2C)n1Cc1ccccc1Cl
 : 1% | 3% | 4%[10 µM] | 8%[38.3 µM] | -3% | -31% | -6%
COC(=O)c1ccc(C(C(=O)NC2CCCCC2)N(C(=O)Cc2cccs2)C2CC2)cc1 (configuration not stated)
 : -1% | 9% | -29% | 1%[38.3 µM] | 2% | 5% | -11%

(continued)
Results follow in this order: GAA inh | GoLoco inh red | HTT cytoprotect | IMPase Li inh | GAA glycogen | HttQ103 aggreg | aGlu spleen mod
CCC1=C2CC[C@H]3C(=O)N(CC)C(=O)[C@H]3[C@H]2[C@@]2(Cc3ccccc3)C(=O)N(CCOC)C(=O)N2C1=O
 : . | -5% | -20% | -7% | . | . | 4%
C/C(=N\N1CCN(Cc2ccc(Cl)cc2)CC1)c1ccc(F)cc1
 : . | -3% | -16%[10 µM] | . | ? | -17%[9.22 µM] | -3%
Cc1nc2c(C)cccc2c2c1CCN2c1ccccc1F
 : . | 0% | 0%[10 µM] | . | 3% | -19%[9.22 µM] | -1%
O=c1[nH]nc(Sc2ncnc3sccc23)n1CCc1ccccc1
 : -1% | 2% | 2% | -1%[38.3 µM] | 6% | -27% | -1%
COc1ccc(OC)c(NS(=O)(=O)c2ccc(Cl)s2)c1
 : 1% | 0% | -20%[10 µM] | 2% | 0% | -4% | 2%
COc1ccc(NC(=O)c2c(Cl)nc3ccccn23)cc1
 : 10% | 10% | -51%[inhibitor] | -5% | -4% | -15% | -18%
CCCn1c(/N=C/c2ccc3c(c2)OCO3)nc2ccccc21
 : 2% | 7% | 6%[10 µM] | 16%[38.3 µM] | 6% | 3% | 1%
O=C(Nc1ccccc1N1CCOCC1)c1cccc([N+](=O)[O-])c1
 : 5% | 14% | 17%[10 µM] | 2% | -2% | 1% | -3%
CCOc1ccc(/C(=N\O)C(C)NO)cc1 (configuration not stated)
 : -6% | -7% | 9% | 1%[38.3 µM] | -18% | 24% | -4%
CCCOc1ccc(/C=C2\SC(=S)N(CC3CCCO3)C2=O)cc1 (configuration not stated)
 : -8% | 13% | 9%[0.074 µM] | 16% | 4% | -11% | -2%
CCN1CCN(C(c2ccccc2)c2nnnn2CCc2ccc(OC)c(OC)c2)CC1 (configuration not stated)
 : -3% | -1% | 11%[10 µM] | 7%[38.3 µM] | 2% | -5% | -5%
O=S(=O)(Cc1ccccc1)N1CCc2ccccc2C1
 : -4% | 12% | 1% | -21%[38.3 µM] | -5% | -5% | -1%
CCn1c2ccccc2c2cc(NC(=O)COC(=O)c3cc(OC)c(OC)cc3OC)ccc21
 : -1% | 9% | 29%[10 µM] | 6% | -13% | -9% | -6%
CCc1cccc(OCCCn2ccnc2)c1
 : 7% | 1% | 3%[10 µM] | 2% | 14% | 5% | -6%
CC(/C=C/c1ccc(O)cc1)=N/O
 : -1% | -1% | -17%[10 µM] | -1% | ? | 7% | 0%
OCC1(Cc2ccccc2)CCN(C2CCN(c3ccccc3F)CC2)CC1
 : ? | -4% | 17%[10 µM] | 25% | -2% | 16%[9.22 µM] | 2%
NS(=O)(=O)c1ccc(NC(=O)c2ccc(COc3ccccc3)o2)cc1
 : -5% | 7% | -11%[10 µM] | -5% | 10% | 11% | 1%
Cc1cccc(OCC(=O)Nc2cc(S(=O)(=O)N3CCCCC3)ccc2N2CCN(C)CC2)c1
 : ? | 0% | -36%[inhibitor] | 17% | -3% | -6% | -6%
Cc1cc(C)nc(-n2nc(C)c3c(C(F)(F)F)cc(=O)[nH]c32)n1
 : 4% | 4% | 2% | -7%[38.3 µM] | 6% | -3% | 1%
Cc1cc(C)n(-c2ccc(C(=O)OC(C)C)cc2)n1
 : -15% | -23% | -20% | 18%[38.3 µM] | 10% | 5% | -4%
COc1cc(/C=C2/C(=O)ON=C2C)ccc1OCc1cccc(F)c1
 : 3% | -9% | -16% | -7% | 2% | 6% | -10%
COc1ccc(S(=O)(=O)Cc2ccc(C(=O)NC3CC3)o2)cc1
 : 5%[15.4 µM] | -9% | -3% | -4%[38.3 µM] | -4% | -6% | -6%

Record cards, from the list above:
Cc1cccc(OCC(=O)Nc2cc(S(=O)(=O)N3CCCCC3)ccc2N2CCN(C)CC2)c1 as listed: GAA inh: ?; GoLoco inh red: 0%; HTT cytoprotect: -36%[inhibitor]; IMPase Li inh: 17%; GAA glycogen: -3%; HttQ103 aggreg: -6%; aGlu spleen mod: -6%
Cc1cc(C)n(-c2ccc(C(=O)OC(C)C)cc2)n1 as listed: GAA inh: -15%; GoLoco inh red: -23%; HTT cytoprotect: -20%; IMPase Li inh: 18%[38.3 µM]; GAA glycogen: 10%; HttQ103 aggreg: 5%; aGlu spleen mod: -4%

Screens: PubChem BioAssay, National Center for Advancing Translational Sciences (NCATS)
